# High-throughput results: PubChem, several laboratories
# NR2E3 ag-1 – inhibitors of NR2E3-RetCOR corepressor binding, primary screen, NR2E3 agonist project, biochemical, TR-FRET, GST-NR2E3, biotin-RetCOR; Photoreceptor-specific nuclear receptor (Homo sapiens), Q9Y5X4; 1536-well; inhibition of corepressor binding, % at 4.78 µM; 0.12% of 320,000 active; AID 2300, 2010;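 active = percent inhibition above the cutoff of mean plus 3 SD of all tested compounds, set per screening campaign, cut at about 20% in these data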;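 note: 0% = DMSO wells and 100% = biotin wells as full block of FRET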
# Target sequence (Q9Y5X4 whole entry, looked up): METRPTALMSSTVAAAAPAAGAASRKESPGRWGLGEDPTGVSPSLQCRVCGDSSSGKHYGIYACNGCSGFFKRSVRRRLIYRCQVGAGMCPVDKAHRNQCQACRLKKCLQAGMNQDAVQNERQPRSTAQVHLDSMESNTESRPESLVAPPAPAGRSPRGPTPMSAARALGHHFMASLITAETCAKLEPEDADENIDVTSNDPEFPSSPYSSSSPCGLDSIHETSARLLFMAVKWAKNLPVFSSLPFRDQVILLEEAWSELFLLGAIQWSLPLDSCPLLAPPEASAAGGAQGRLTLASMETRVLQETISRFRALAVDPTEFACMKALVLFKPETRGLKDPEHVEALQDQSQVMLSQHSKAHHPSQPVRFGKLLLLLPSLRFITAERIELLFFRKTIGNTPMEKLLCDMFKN
#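 Material – GST-tagged NR2E3 plus biotinylated RetCOR corepressor · Quantity – NR2E3 fusion 1.35 nM · Times – 5 h incubation at 4 °C · Medium – pH 7.5 Tris-based buffer · Technique – TR-FRET, Eu(K)-anti-GST donor, streptavidin-D2 acceptor, ex 340, em 617/671 nm · Benchmarks – high control biotin, low control 0.6% DMSO · Format – 1536-well plates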
# hiPSC survival – enhancers of single-cell hiPSC survival, primary screen, ATPlite luminescence; 100% = ROCK inhibitor wells, 0% = DMSO; survival enhancement, % at 20 µM; 0.044% of 360,000 active; AID 602274, 2012; in the data active = survival enhancement above about 18%;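 note: cells exposed to compounds for 16 hours before the ATP read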
# Shn3 inh set2 – reduction of Shn3 3'UTR firefly luciferase signal, primary screen, Schnurri-3 inhibitor project, cell-based, Clone20 osteoblasts, set 2 | inhibition, % at 12.5 µM | AID 588674, 2011 | 0.52% of 360,000 active | Clone20 osteoblast Shn3 3'UTR firefly luciferase, 24 h;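 active = mean inhibition of at least 75% with every replicate also reaching 75%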;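 note: 0% = median of neutral control wells and 100% = pilot-screen positive control compound; some compounds past the cut are filed as inactive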
# MITF TRPM1 inh – inhibitors of MITF-dependent TRPM1 promoter reporter, primary screen, cell-based, SK-MEL-5, single point, luciferase; SK-MEL-5 TRPM1 promoter luciferase, 24 h; inhibition, % at 12.5 µM; 0.83% of 330,000 active;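 active = mean inhibition across replicates of 60% or more, whatever share of single replicates reaches that level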; note: values of inactives mirror those of a sister screen read the other way
# Peg3 prom inh – Peg3 promoter-driven luciferase inhibitors, primary screen, cell-based, HeLa, luciferase luminescence; inhibition, % at 20 µM; HeLa PEG-Prom luciferase reporter, overnight; 1.7% of 360,000 active;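 active = inhibition of at least 50% at 20 µM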
# HIF-2a inh – HIF-2a reporter inhibitors, primary screen, luminescence, 786-0 RCC cells; 786-0 RCC cells HIF-2a reporter, luciferase luminescence, overnight; inhibition, % at 18.8 µM; 0.72% of 360,000 active;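 active = inhibition of the luminescence signal of 40% or more relative to plate controls, in a single-dose primary screen at 18.75 µM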
# TRAIL sens C8 – viability loss with TRAIL in NB7+C8 cells, primary screen, TRAIL sensitizer project, cell-based, ATPlite luminescence | inhibition (viability loss, TRAIL sensitization), % at 10 µM | AID 624354, 2012 | 1% of 360,000 active;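 active = compounds causing at least 50% loss of cell viability in the single-dose screen, relative to plate controls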
# KKLEB tox – cytotoxicity in KKLEB CF airway cells, primary screen, cytotoxicity control for CF NF-kB inhibitor project, cell-based, uHTS, fluorescence assay plates. activity change (cytotoxicity), % at 5 µM. 0.36% of 360,000 active. AID 602141, 2011. KKLEB CF airway cells viability, ATPlite luminescence, overnight; active compounds read low; cells stimulated with P. aeruginosa culture filtrate;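 active = corrected activity change at or below -50% at 5 µM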
# NR2E3 ag-2 – NR2E3 agonists in two-hybrid cells, primary screen, cell-based, luminescence, CHO-S, Gal4-NCOR/VP16-NR2E3; luciferase; inhibition of corepressor binding, % at 3.98 µM; 0.35% of 360,000 active; AID 602229, 2012;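 active = inhibition above the mean of all tested compounds plus 3 SD, cut at about 70% in these data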;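 note: 0% = DMSO with NR2E3 transfected cells and 100% = cells lacking NR2E3 construct; higher means lower luciferase signal from less NR2E3 corepressor binding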
# CF NFkB block – inhibitors of PAF-induced NF-kB signaling, primary screen, cell-based, GFP fluorescence, uHTS | 0.86% of 360,000 active | inhibition, % at 5 µM | KKLEB NF-kB-GFP reporter, GFP fluorescence overnight;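 active = at least 50% inhibition at 5 µM, scaled per plate between neutral and stimulator controls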;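 note: PAF is a Pseudomonas aeruginosa culture filtrate used as stimulus; plate controls were PAF-stimulated DMSO wells for no effect and unstimulated DMSO wells for full effect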
# LMP1 NFkB inh – EBV LMP1-driven NF-kappaB luciferase reporter inhibitors, primary screen, cell-based, luminescence, single point. 0.69% of 350,000 active. AID 504558, 2011. LMP1-induced NF-kappaB luciferase reporter cells. inhibition, % at 12.5 µM; in the data active = inhibition above about 41%;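 note: 0% = neutral control wells and 100% = reference inhibitor control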
# Numbers without * were called inactive; · = no result given. These rows are one share of the data (hit frequency here may not be typical).
SMILES,NR2E3 ag-1,hiPSC survival,Shn3 inh set2,MITF TRPM1 inh,Peg3 prom inh,HIF-2a inh,TRAIL sens C8,KKLEB tox,NR2E3 ag-2,CF NFkB block,LMP1 NFkB inh
COCCn1c(-c2ccc(Cl)cc2)cnc1SCC(=O)NCCc1ccc(OC)c(OC)c1,0,-1.9,14,10,20,23,-1,-14,-6,3,1
CSc1ccc(C(=S)N2CCN(C)CC2)cc1,-2,1.3,-10,9,-8,-11,-12,7,-10,-15,8
Clc1ccc(Cn2ncc3c(N4CCCCC4)ncnc32)c(Cl)c1,0,·,16,0,·,·,·,·,-7,·,-7
CCOc1ccc(-c2nnc3sc(COc4ccc(C)cc4)nn23)cc1,-4,0.8,-9,9,14,0,11,-3,-13,-8,0
CCCN1CCC(=O)N([C@H](CSc2ccc(C)cc2)Cc2ccccc2)CC1,·,1.0,11,-13,4,5,-1,4,25,-3,8
ONC(=Nc1ccc(Cl)cc1)c1ccc(Cl)cc1,6,1.5,-52,3,-26,-65,4,1,-45,3,-12
COC(=O)C1=C(C(=O)OC)SC(=C2C(=S)C(C)(C)N(C(=O)C3CC3)c3ccccc32)S1,-5,1.0,21,4,38,20,-4,6,-3,12,7
O=C(Nc1cccc(C(=O)N2CCOCC2)c1)c1ccccc1,1,-2.2,-12,6,15,13,-15,2,-5,11,3
Cc1ccc(C(=O)NCCCNC(=O)c2ccco2)cn1,1,0.2,10,-3,4,8,15,-4,-15,18,-1
Cc1ccc(Oc2ccc(S(=O)(=O)Nc3ccc(C(=O)O)cc3)cc2)cc1,0,0.8,2,10,0,16,-5,-12,-14,-1,3
CCN(C(=O)CSc1nc(C)c(C)c(C)n1)C1CCS(=O)(=O)C1 (configuration not stated),·,0.7,-10,-5,10,10,-11,-14,2,19,-2
O=C(Cn1nnc(-c2ccccc2)n1)Nc1ccccc1N1CCOCC1,-1,0.5,19,2,15,10,11,-10,4,8,-1
CC(C)c1nc2ccccc2c2nnc(SCC(=O)NCc3ccco3)n12,1,2.0,4,-14,25,33,-5,4,3,8,3
O=C(O)Cc1ccc(NS(=O)(=O)c2ccc3c(c2)OCCO3)cc1,·,-0.7,-12,·,3,1,-5,2,-10,9,2
COC(=O)c1sccc1NC(=S)N1CCCCC1C (configuration not stated),0,-0.6,-23,18,19,3,-1,-18,-7,-3,2
O=C(/C=C/c1ccc([N+](=O)[O-])cc1)OCC(=O)N1CCCCCC1,·,-1.7,4,9,-13,-9,-2,-16,1,-20,-2
O=C1c2ccccc2C(=O)N1S(=O)(=O)c1ccccc1,3,-0.1,5,4,12,10,-14,3,3,1,-3
O=C(O)C1Nc2ccc(Br)cc2C2C=CCC12 (configuration not stated),4,-0.1,-19,-11,17,14,-9,5,-17,-8,-12
Cc1cccc(N(CC(=O)NCc2ccco2)S(=O)(=O)c2ccccc2)c1,·,11,-10,·,3,6,-2,-11,-17,16,-24
CC(C)(C)c1ccc(C(=O)NCC(=O)OCCN2C(=O)c3ccccc3C2=O)cc1,1,-0.5,-4,-21,-19,-39,9,-19,-10,9,0
Cc1ccc2cc(CN(C(=O)c3ccco3)c3cccc(C)c3C)c(=O)[nH]c2c1,0,0.7,-1,-16,8,-3,-22,-2,-16,-8,11
Cc1ccc([C@@H]2CC(=O)[C@@H]3CN(S(=O)(=O)c4ccc(C)cc4)[C@H](c4cccc5ccccc45)C[C@@H]3N2S(=O)(=O)c2ccc(Cl)cc2)cc1,·,-1.9,12,·,-2,-3,-9,23,18,13,7
CCNc1nc(NCC)nc(N/N=C/c2ccc(O)c(O)c2)n1,1,-0.4,1,2,14,9,-3,1,-4,-2,1
CCNC(=S)N(CCN(C)C)Cc1cc2cc(OCC)ccc2[nH]c1=O,-1,-0.1,1,-4,-11,8,-13,-4,-3,11,8

# Of the compounds above, 10 contain nitrogen in an aromatic ring:
SMILES,NR2E3 ag-1,hiPSC survival,Shn3 inh set2,MITF TRPM1 inh,Peg3 prom inh,HIF-2a inh,TRAIL sens C8,KKLEB tox,NR2E3 ag-2,CF NFkB block,LMP1 NFkB inh
COCCn1c(-c2ccc(Cl)cc2)cnc1SCC(=O)NCCc1ccc(OC)c(OC)c1,0,-1.9,14,10,20,23,-1,-14,-6,3,1
Clc1ccc(Cn2ncc3c(N4CCCCC4)ncnc32)c(Cl)c1,0,·,16,0,·,·,·,·,-7,·,-7
CCOc1ccc(-c2nnc3sc(COc4ccc(C)cc4)nn23)cc1,-4,0.8,-9,9,14,0,11,-3,-13,-8,0
Cc1ccc(C(=O)NCCCNC(=O)c2ccco2)cn1,1,0.2,10,-3,4,8,15,-4,-15,18,-1
CCN(C(=O)CSc1nc(C)c(C)c(C)n1)C1CCS(=O)(=O)C1 (configuration not stated),·,0.7,-10,-5,10,10,-11,-14,2,19,-2
O=C(Cn1nnc(-c2ccccc2)n1)Nc1ccccc1N1CCOCC1,-1,0.5,19,2,15,10,11,-10,4,8,-1
CC(C)c1nc2ccccc2c2nnc(SCC(=O)NCc3ccco3)n12,1,2.0,4,-14,25,33,-5,4,3,8,3
Cc1ccc2cc(CN(C(=O)c3ccco3)c3cccc(C)c3C)c(=O)[nH]c2c1,0,0.7,-1,-16,8,-3,-22,-2,-16,-8,11
CCNc1nc(NCC)nc(N/N=C/c2ccc(O)c(O)c2)n1,1,-0.4,1,2,14,9,-3,1,-4,-2,1
CCNC(=S)N(CCN(C)C)Cc1cc2cc(OCC)ccc2[nH]c1=O,-1,-0.1,1,-4,-11,8,-13,-4,-3,11,8

# Quoted from the listing (two entries):
SMILES,NR2E3 ag-1,hiPSC survival,Shn3 inh set2,MITF TRPM1 inh,Peg3 prom inh,HIF-2a inh,TRAIL sens C8,KKLEB tox,NR2E3 ag-2,CF NFkB block,LMP1 NFkB inh
CCNc1nc(NCC)nc(N/N=C/c2ccc(O)c(O)c2)n1,1,-0.4,1,2,14,9,-3,1,-4,-2,1
CCNC(=S)N(CCN(C)C)Cc1cc2cc(OCC)ccc2[nH]c1=O,-1,-0.1,1,-4,-11,8,-13,-4,-3,11,8
